# Screens deposited in PubChem by several laboratories.
# TcdB inh: TcdB glycohydrolase inhibitors, primary screen, biochemical, single point, plate reader. TcdB glycohydrolase enzymatic assay. 0.24% of 350,000 active. Toxin B (Clostridioides difficile), P18177. inhibition, % at 9.99 µM. AID 652162, 2013; in the data active = inhibition above about 10%
# DUSP3 inh: VHR1 phosphatase inhibitors, primary screen, biochemical, absorbance, uHTS; Dual specificity protein phosphatase 3 (Homo sapiens), P51452; recombinant VHR phosphatase, pNPP absorbance; inhibition, % at 13.3 µM; 0.52% of 290,000 active; AID 1654, 2009; in the data active = inhibition above about 50%; note: some compounds called inactive have numbers as strong as hits
# Target sequence (P51452 whole entry, looked up): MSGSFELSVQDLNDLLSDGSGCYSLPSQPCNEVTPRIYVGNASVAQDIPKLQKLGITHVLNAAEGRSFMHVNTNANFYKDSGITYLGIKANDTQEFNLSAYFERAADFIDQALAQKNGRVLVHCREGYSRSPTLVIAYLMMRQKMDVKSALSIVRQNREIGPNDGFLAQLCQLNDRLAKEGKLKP
# Anthrax LF prot: Bacillus anthracis LF protease inhibitors, primary screen, biochemical, multiplex microsphere, MLPCN library. inhibition, % at 10 µM. AID 588501, 2011. multiplex microsphere protease cleavage assay. Lethal factor (Bacillus anthracis), P15917. 0.12% of 360,000 active; note: plate controls were buffer without enzyme for full effect and enzyme alone for no effect
# Target sequence (P15917 whole entry, looked up): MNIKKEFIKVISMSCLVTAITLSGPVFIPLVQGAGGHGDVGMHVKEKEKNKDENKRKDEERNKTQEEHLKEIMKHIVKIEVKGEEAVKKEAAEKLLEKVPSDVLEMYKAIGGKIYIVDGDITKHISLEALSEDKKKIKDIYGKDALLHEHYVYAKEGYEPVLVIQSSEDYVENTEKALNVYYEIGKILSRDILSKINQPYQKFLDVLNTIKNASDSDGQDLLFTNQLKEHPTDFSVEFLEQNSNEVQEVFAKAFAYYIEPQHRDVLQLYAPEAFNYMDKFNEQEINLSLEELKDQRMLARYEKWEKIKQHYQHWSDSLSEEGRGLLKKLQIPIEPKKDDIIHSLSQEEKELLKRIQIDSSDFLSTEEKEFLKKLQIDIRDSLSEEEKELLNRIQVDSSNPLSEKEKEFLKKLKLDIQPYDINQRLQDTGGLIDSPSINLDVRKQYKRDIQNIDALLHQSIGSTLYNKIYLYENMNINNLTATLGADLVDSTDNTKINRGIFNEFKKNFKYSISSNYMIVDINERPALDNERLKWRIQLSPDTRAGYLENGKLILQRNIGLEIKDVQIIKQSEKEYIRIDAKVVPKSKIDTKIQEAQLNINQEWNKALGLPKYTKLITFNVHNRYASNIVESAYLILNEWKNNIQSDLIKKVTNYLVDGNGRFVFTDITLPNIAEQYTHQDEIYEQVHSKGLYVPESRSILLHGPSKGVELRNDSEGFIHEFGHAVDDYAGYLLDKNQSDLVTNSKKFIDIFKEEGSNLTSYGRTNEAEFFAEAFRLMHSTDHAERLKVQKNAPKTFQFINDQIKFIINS
# BoNT-A LC inh2: BoNT/A light chain protease inhibitors, primary screen, biochemical, flow cytometry, MLPCN library; Botulinum neurotoxin type A light chain protease (Clostridium botulinum A str. ATCC 3502); multiplex microsphere protease substrate cleavage; inhibition, % at 10 µM; 0.17% of 360,000 active; AID 588499, 2011; note: plate controls were buffer without enzyme for full effect and enzyme alone for no effect
# Yp Topo-I inh: Yersinia pestis topoisomerase I inhibitors, primary screen, biochemical, cleavage product accumulation, plate reader, single point; Y. pestis Topo-I cleavage product accumulation; 0.064% of 360,000 active; activity, % at 10 µM; in the data active = activity above about 50%, passing the limit was not always enough; inconclusive = no clear call, values can overlap the other calls; note: inactives centre near 2
# CCHFV vOTU inh: CCHFV vOTU protease inhibitors, primary screen, biochemical, Pep-AMC substrate, fluorescence. AID 651958, 2012. inhibition, % at 11.5 µM. 0.55% of 370,000 active; in the data active = inhibition above about 30%; note: 0% = vehicle wells with enzyme and 100% = no enzyme wells
# 3CLpro inhibitor: SARS-CoV 3CLpro protease inhibitors, primary screen, biochemical, quenched FRET; Replicase polyprotein 1ab (Severe acute respiratory syndrome coronavirus), P0C6X7; recombinant SARS-CoV 3CLpro, quenched FRET peptide cleavage; inhibition, % at 6 µM; 0.14% of 290,000 active; in the data active = inhibition above about 12%
# PriA SSB inh: inhibitors of Klebsiella pneumoniae PriA binding to SSB C-terminal tail, primary screen, biochemical, AlphaScreen; 0.6% of 430,000 active; AID 1272365, 2023; AlphaScreen SSBct-PriA binding, biotinylated peptide; PriA–SSB C-terminal tail interaction (Klebsiella pneumoniae); inhibition, % at 33 µM; in the data active = inhibition mostly above about 37%, no sharp cut-off; inactive = mostly below about 20%;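 note: plate controls were negative control peptide for no effect and reference peptide for full effect; strong numbers were not always called active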
# Vc quorum ag: inducers of Vibrio cholerae quorum light production without autoinducers, primary screen, BH1578 luxS cqsA deficient, single point; V. cholerae BH1578 lux reporter, luminescence, 6 h; activation, % at 18.7 µM; 0.16% of 350,000 active; in the data active = activation mostly above about 9.7%, no sharp cut-off; inconclusive = no clear call, values can overlap the other calls; inactive = mostly below about 3.7%; note: not every result past the cut was called active; inactives centre near 0; reference of the scale not given here
# PfHsp40 yeast: rescue of yeast from PfHsp40 toxicity, primary screen, S. cerevisiae, ATP luminescence; S. cerevisiae expressing PfHsp40, growth rescue; growth rescue, % at 12.5 µM; 0.68% of 340,000 active; AID 504582, 2011; in the data active = growth rescue above about 28%, passing the limit was not always enough; inconclusive = no clear call, values can overlap the other calls;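 note: yeast W303a lacking pdr1 and pdr3 grown in galactose medium; growth measured after three days at 30 °C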
# * hit, by the source's call; i = inactive; ? = inconclusive; / = not tested or not shown; & = joins results of further samples. Cut-off read from the data, not from the text of the source, unless noted: active = inhibition above about 30%; inconclusive = no clear call, values can overlap the other calls; inactive = below that.
Compound,TcdB inh,DUSP3 inh,Anthrax LF prot,BoNT-A LC inh2,Yp Topo-I inh,CCHFV vOTU inh,3CLpro inhibitor,PriA SSB inh,Vc quorum ag,PfHsp40 yeast
CCOC(=O)c1sc2ncnc(N3CCN(c4ccc(OC)cc4)CC3)c2c1C,/,14,-4,1.8,12,5,2,-3,-1.0,4.1
CCOC(=O)N1CCN(C(c2ccccc2)c2sc3nc(C)nn3c2O)CC1 (stereo unspecified),-3.1,-3,-2,0.4,4,-12,2,-4,-0.6,0.1
C[C@@H]1CN([C@H](C)CO)C(=O)CCCn2nncc2CO[C@H]1CN(C)C(=O)Nc1ccnc(N2CCOCC2)c1,1.1&0.0,/,-3,-0.2,-2,-10,/,/,0.6,/
Cc1cc(C(F)(F)F)c(C#N)c(SCC(=O)NC2CC2)n1,/,-10,-2,-0.3,3,-8,0,-6,i,0.7
COC(=O)c1ccc(CC(=O)c2c(C)cc(O)cc2O)o1,/,-8,-5,-0.3,-12,0,7,-6,i,-0.1
COc1cc(Br)c(C2CC(=O)Nc3cc(OC)c(OC)cc32)cc1OC (stereo unspecified),0.1,5,-9,?,7,-5,3,5,i,-0.2
Cc1cc(N2CCN(C)CC2)nc(N2CCOCC2)n1,/,-8,-3,-0.6,-9,4,-1,-10,-17,0.5
N#Cc1nc(-c2ccccc2Cl)oc1NCc1ccco1,/,-2,-8,-2.1,6,-11,0,22,-5.0,4.5
COc1ccc(-n2nc3c(c2NC(=O)c2ccc(S(=O)(=O)N4CCOCC4)cc2)CS(=O)(=O)C3)cc1,-2.7,2,4,-0.8,2,-7,3,-8,-0.3,-1.5
O=C(Nc1ccc2c(c1)CCC2)c1c(F)cccc1Cl,-1.2,22,5,-0.6,2,-4,0,-9,1.2,1.4
CCCc1cc2nnc(SCC(=O)N(C)C3CCCCC3)n2c(N)n1,1.1,38,0,-0.5,1,-1,3,-10,-0.2,0.3
COC(=O)c1cc(OC)c(OC)cc1NC(=O)c1cc(C(C)(C)C)oc1C,1.6,10,/,/,1,3,5,-3,i,-0.3
CCCCC1CCC(C(=O)N(CCCC)c2c(N)n(CCCC)c(=O)[nH]c2=O)CC1 (stereo unspecified),0.6,6,0,2.8,9,9,-1,-12,i,-0.8
O=C1CC(N2CCN(CCc3ccccn3)CC2)C(=O)N1c1ccc(Cl)cc1 (stereo unspecified),/,23,2,0.0,7,8,4,-14,/,-0.7
Cc1ccc(C)c(NC(=O)CCN2C(=O)[C@@H]3Cc4ccccc4CN3C2=O)c1,-2.1,12,3,1.1,6,-2,2,-23,-2.1,-1.0
Nn1c(SCC(=O)Nc2cccc(Br)c2)nnc1C1CC1,3.5,/,7,2.3,-5,-3,/,-11,i,-0.2

# The list goes on, overlapping the part above by two compounds.
Compound,TcdB inh,DUSP3 inh,Anthrax LF prot,BoNT-A LC inh2,Yp Topo-I inh,CCHFV vOTU inh,3CLpro inhibitor,PriA SSB inh,Vc quorum ag,PfHsp40 yeast
Cc1ccc(C)c(NC(=O)CCN2C(=O)[C@@H]3Cc4ccccc4CN3C2=O)c1,-2.1,12,3,1.1,6,-2,2,-23,-2.1,-1.0
Nn1c(SCC(=O)Nc2cccc(Br)c2)nnc1C1CC1,3.5,/,7,2.3,-5,-3,/,-11,i,-0.2
CCC(=O)Nc1cc(-c2nn(C)c(=O)c3ccccc23)ccc1OC,/,23,0,2.7,-4,1,1,9,-1.2,0.7
COc1ccc(C2=NN(c3ccc(C(=O)O)cc3)C(c3ccc(OC)c(OC)c3)C2)cc1 (stereo unspecified),-0.2,0,13,-6.6,4,-221,6,-13,-0.3,112*
Cc1ccnc(NC(=O)c2ccc(S(=O)(=O)N3CCCC3)cc2)c1,-0.1,/,-1,-1.2,7,-13,/,-6,i,0.7
Nc1nnc(Cc2c[nH]c3ccccc23)s1,/,25,2,1.4,-4,-2,5,-7,i,1.2
N#CC12COC3(CCCCC3C1(C#N)C#N)OC2=N (stereo unspecified),4.6,25,0,-0.3,2,-63,-4,-3,-0.6,0.1
CC(C)Cn1c(N)c(C(=O)CSc2nc3ncc(Cl)cc3[nH]2)c(=O)n(C)c1=O,1.6,/,-2,4.2,2,-3,/,-39,i,-1.3
CN(CC(=O)Nc1c(Cl)cccc1Cl)C(=O)c1cccc(-n2cccc2)c1,-2.9,/,1,3.0,1,-4,/,-2,-17,0.2
O=C1CC(=O)Nc2cc(S(=O)(=O)N3CCOc4ccc(Cl)cc43)ccc2N1,0.0,2,-4,-0.3,7,1,0,-10,i,0.9
O=C(NCc1ccc(Cl)cc1)c1cccnc1,/,32,3,0.2,5,13,-3,-14,-2.2,-0.3
O=C(Cn1c(=O)n(Cc2ccco2)c(=O)c2c3c(sc21)CCCCC3)Nc1ccccc1,/,21,-4,-1.4,0,-7,4,3,i,0.4
COc1cc(NC(=O)c2ccc(C)cc2)ccc1NC(=O)c1cc2ccccc2o1,-0.5,/,17,-4.1,-4,-10,2,-19,0.6,-1.1
Cc1cnc(N)c2c(=O)oc3ccccc3c12,-0.1,13,0,-0.2,4,-60,-3,-12,i,1.8
O=C(NCCCc1ccccc1)c1cnc2n(c1=O)CCS2,/,18,0,0.3,6,-1,-3,-4&-1,i,0.5
CC(C)OC(=O)CCCCCN1C(=O)CSC1=S,/,3,10,10,9,14,1,-41,i,0.5
COc1ccc(CC(NC(C)=O)C(=O)NC2CCN(C(=O)c3cnccn3)CC2)cc1 (stereo unspecified),/,24,3,0.0,5,-11,-10,-9,i,0.5
N#CC(c1cccc(Cl)c1)c1ccc2c(C(F)(F)F)cc(C(F)(F)F)nc2n1 (stereo unspecified),/,0,-6,-0.3,-3,-3,1,51*,-0.1,-0.1
Cc1cc(Br)ccc1NC(=O)CN(C)C(=O)c1cc(S(=O)(=O)N(C)C)ccc1N1CCCC1,0.9,14,1,0.6,25,6,2,-6,-0.3,0.3
CN(C)C(=O)N1CCCC(C(=O)NCc2cccs2)C1 (stereo unspecified),/,8,0,0.3,7,-7,4,1,i,-0.3
COc1ccc(-c2ccc(C(=O)C3CC3)cc2)cc1,0.8,31,3,0.8,6,-11,2,1,7.7,-0.6
CCOC(=O)Cc1csc(SC(C)C(=O)NCC(=O)Nc2ccc(F)c(F)c2F)n1 (stereo unspecified),0.7,9,/,/,3,5,2,-4,1.3,1.0
CC(OC(=O)c1ccc([N+](=O)[O-])o1)C(=O)NC1CCCCC1C (stereo unspecified),-0.2,/,-5,-0.9,0,8,/,11,-1.4,0.6
Cc1ccccc1-n1c(SCC(=O)N2CCCC2)nnc1-c1ccccn1,/,-6,-4,-0.3,-1,0,3,9,i,-0.9
CC(/C=C/c1ccccc1)=N\Nc1nc(C)cc(C)n1,/,32,0,0.4,0,9,-3,/,-0.2,1.7
O=C(Nc1nnc(C2CC2)s1)c1cccs1,1.8,5,-1,0.8,8,2,3,6,i,1.2
CC(=O)CSc1nnc2cc(C)c3ccccc3n12,1.0,3,-3,-0.3,-12,4,-1,-3,-0.2,-0.6
COc1ccc(OC)c(CN2CCN(Cc3cc(OC)c(OC)c(OC)c3)CC2)c1,0.4,14,-6,-5.1,-11,-14,2,0,-0.3,0.3
CN(C)CCCNC(=S)NCC(c1ccc(Cl)cc1Cl)c1c[nH]c2ccccc12 (stereo unspecified),4.0,-7,-2,0.5,-28,8,4,25,1.4,0.8
CN(C(=O)c1ccc(NC(=O)Cc2ccc(NC(=O)C3CCN(C(=O)CCc4ccccc4)CC3)cc2)cc1)C1CCCC1,0.3,/,-6,-0.5,7,1,/,-4,-1.1,1.6
O=C(O)c1cccc(NC(=S)NC(=O)c2ccc(-c3ccccc3)cc2)c1,0.7,38,-1,0.2,4,-6,1,-15,-0.8,-1.5
Cc1cccc(N2CCN(c3nc4ccccc4n4cnnc34)CC2)c1C,-0.8,25,-1,-0.3,38,-3,-2,-16,-0.4,1.1
COc1ccc(N2CCN(C(=O)CCCCn3c(=O)[nH]c4ccsc4c3=O)CC2)cc1,5.8,9,-3,0.1,4,8,-1,1,0.4,0.8
Cc1ccc(Nc2nc(N)c(C#N)c(CC#N)c2C#N)cc1,0.4,22,-5,-0.2,4,-2,-1,-11,0.1,-1.1
N/C(=N\OC(=O)/C=C/c1ccccc1)c1ccccc1,/,7,0,0.2,-1,-14,-7,/,-5.3,-0.3
COc1ccc(OC)c(S(=O)(=O)N2CCN(c3ncccn3)CC2)c1,-1.5,-12,-11,-4.1,4,8,6,-6,i,1.2
Cc1nnsc1C(=O)Nc1ccc(S(=O)(=O)N2CCCC(C)C2)cc1 (stereo unspecified),-1.3,7,1,-3.0,-6,15,2,-4,0.3,-0.6
CC(=O)NCCc1ccc(-c2csc(NC(=O)C3CC(=O)N(C4CCCC4)C3)n2)cc1 (stereo unspecified),1.6,/,/,/,44,-12,/,2,0.6,1.2
CC1(C)OC(=O)C2=C(C[C@@H](C3CC3)O[C@@H]2C2CC2)O1,0.2,/,-2,-1.0,/,-8,/,/,/,/
COc1ccc(N2CCN(C(=O)CSc3nnc(COc4cccc5cccnc45)o3)CC2)cc1,1.7,34,-1,0.7,18,2,-1,-1,i,1.6
Cc1cc(=O)[nH]c2nnnn12,0.5,-1,-8,-0.2,1,-5,3,4,2.3,0.2
O=C(Nc1ccccc1)c1ccc(Nc2c([N+](=O)[O-])cc([N+](=O)[O-])c3ccccc23)cc1,/,-4,-1,-0.5,-5,2,4,-12,-0.4,-1.1
CN(CC(=O)NC1CC(C)(C)NC(C)(C)C1)S(=O)(=O)c1cc(Cl)ccc1Cl,-1.7,6,1,-0.6,2,-5,-4,-9,-0.3,0.7
Cc1csc(NC(=O)c2ccc3ccccc3n2)n1,5.6,22,-7,-1.5,9,7,-8,3,-0.2,0.1
CC1CN(S(=O)(=O)c2cc(C(=O)NCCC3=CCCCC3)ccc2Cl)CC(C)O1 (stereo unspecified),1.3,/,-2,2.7,8,-5,/,-8,i,-1.0
CC1CCN(C(=O)CSc2nnc(-c3ccco3)n2N)CC1,0.0,/,-6,-0.2,1,-4,/,/,-0.5,/
CC(C)(C)c1cc(=O)n2[nH]c(N)nc2n1,0.0,62,-3,0.0,4,3,0,-6&-5,-0.3,0.9
CCc1ccc(Nc2ccc3nonc3c2[N+](=O)[O-])cc1,1.0,/,/,/,4,-9,/,-3,i,-1.6
CCCCSc1nc(C)nc2c1c(=O)n(C)c(=O)n2C,0.6,2,-6,-0.3,7,2,0,-4,i,1.0
C/C(=C\C(=O)c1ccc(Br)cc1)NCc1ccc2c(c1)OCO2,/,0,0,0.8,-3,0,3,/,i,-1.1
CS/C(=C\[N+](=O)[O-])Nc1ccc(Cl)cc1,/,14,-2,0.0,-4,-4,-1,-7,/,0.4

# This is a subset; count on the stated rates, not on these rows.
